T cruzi growth: T. cruzi intracellular proliferation inhibitors, primary screen, cell-based, beta-gal Tulahuen parasites, NIH3T3 host, luminescence | T. cruzi beta-gal in NIH3T3, GalScreen luminescence, 90 h | inhibition, % at 8.34 µM | 77,000 tested, 5.9% active | AID 624255, 2012;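 active = mean inhibition above about 93%, with at least 55% of replicates each passing it, limit read from the data, passing the limit was not always enough; inconclusive = only one of those two conditions holds; inactive = neither condition holds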
C diff HTS: C. difficile growth inhibitors, primary screen, HTS | growth activity, negative = inhibition, % at 16 µg/mL (by protocol) | 86,000 tested, 0.25% active | Clostridium difficile clinical isolate growth, OD600, 24 h; hits give low values;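 active = mean growth activity at or below -80% and every replicate also at or below -80%; inconclusive = mean at or below -80% but some replicate above -80%; inactive = mean growth activity above -80%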;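 note: 0% = DMSO wells and -100% = levofloxacin 16 µg/mL wells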
GASC1 inh: inhibitors of GASC-1 (KDM4C) histone demethylase, primary screen, biochemical, single concentration HTS; Lysine-specific demethylase 4C (Homo sapiens), Q9H3R0; GST-KDM4C 2-372, H3K9me3 peptide, LANCE TR-FRET; inhibition, % at 12.5 µM; 96,000 tested, 0.15% active; AID 720574, 2013;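 active = mean replicate inhibition above about 25%, with at least 55% of replicates also reaching it, limit read from the data, passing the limit was not always enough; inconclusive = only one of those two conditions met; inactive = neither condition met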
Target sequence (Q9H3R0 2-372 limits assumed): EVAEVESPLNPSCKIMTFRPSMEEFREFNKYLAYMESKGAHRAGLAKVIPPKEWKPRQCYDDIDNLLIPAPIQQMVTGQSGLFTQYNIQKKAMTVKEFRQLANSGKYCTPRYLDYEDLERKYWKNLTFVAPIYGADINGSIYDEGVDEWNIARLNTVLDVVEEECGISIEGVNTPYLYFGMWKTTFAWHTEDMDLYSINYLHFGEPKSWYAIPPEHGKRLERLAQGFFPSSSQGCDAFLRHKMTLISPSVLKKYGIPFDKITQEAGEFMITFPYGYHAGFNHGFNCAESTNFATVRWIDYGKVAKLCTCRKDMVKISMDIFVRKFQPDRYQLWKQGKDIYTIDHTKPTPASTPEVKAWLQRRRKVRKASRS
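Material: GST-tagged GASC-1 (JMJD2C) catalytic fragment, aa 2-372 / Quantity: enzyme final amount 10 nM / Medium: HEPES buffer, pH 7.5, plus ascorbate / Doses: one test concentration per compound / Incubation: 30 min reaction, 60 min detection, RT / Measured by: LANCE TR-FRET / Read-out: inhibition from TR-FRET ratio decrease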
Pf Dd2 inh: P. falciparum Dd2 growth inhibitors, primary screen, SYBR Green fluorescence, single dose replicates; 72 h; hits give low values; activity change, % at 10 µM; 94,000 tested, 2.3% active; in the data active = activity change below about -80%; inconclusive = no clear call, values can overlap the other calls
Starred values were filed as active, the others as inactive; ? = inconclusive; / = no result given; & = joins results of further samples.

Molecule,T cruzi growth,C diff HTS,GASC1 inh,Pf Dd2 inh
O=C(N[C@H]1CC[C@H](CC(=O)N2CCCCC2)O[C@H]1CO)c1cccc(F)c1,-2.4,0.4,0.2,12.0
COc1ccccc1S(=O)(=O)N1CC[C@@H]2[C@@H](CO)N(C)c3ccc(-c4ccc(F)cc4)cc3[C@@H]21,3.2,-9.0,-0.4,-15.2
O=C(Nc1ccccc1)N1CC(=O)N2[C@H](C1)[C@H](c1ccc(C#CC3CCCCC3)cc1)[C@@H]2CO,/,-7.7,-0.7,-31.0
CC(C)CC#Cc1ccc([C@@H]2[C@@H](CO)N3C(=O)CN(C(=O)NC4CCCC4)C[C@H]23)cc1,/,-5.2,1.0,-6.4
O=C(C1CCOCC1)N1CC(=O)N2[C@H](C1)[C@H](c1ccc(-c3ccccc3F)cc1)[C@@H]2CO,/,-2.9,0.1,-48.9
CCCNC(=O)Nc1ccc2c(c1)OC[C@H](C)N(C(C)=O)C[C@@H](C)[C@H](OC)CN(C)C2=O,-56.0,/,2.5,49.7
C[C@@H]1CN([C@H](C)CO)C(=O)Cc2cc(NC(=O)Nc3ccccc3)ccc2O[C@@H]1CN(C)Cc1ccccc1,71.2,-0.4,13.8,-4.6
C[C@H](CO)N1C[C@H](C)[C@@H](CN(C)Cc2cncnc2)Oc2cc(-c3ccccc3F)ccc2S1(=O)=O,2.8,-9.2,2.3,-30.3
CC(C)NC(=O)Nc1ccc2c(c1)C(=O)N([C@H](C)CO)C[C@@H](C)[C@H](CN(C)S(=O)(=O)c1ccc(Cl)cc1)OCCCC[C@H](C)O2,71.9,2.1,0.0,-76.8
C[C@H](CO)N1C[C@H](C)[C@H](CN(C)C(=O)Nc2cccc3ccccc23)Oc2ccc(NC(=O)C3CC3)cc2CC1=O,61.0,-4.8,-1.4,-35.8
C[C@@H]1CN([C@H](C)CO)S(=O)(=O)c2ccc(C#C[C@@H](C)O)cc2O[C@@H]1CN(C)C(=O)C1CCC1,-13.7,-0.6,3.2,-6.9
COCC(=O)N1[C@@H]2c3ccc(-c4ccc(F)cc4)c(=O)n3C[C@@H]2[C@@H](CO)[C@@H]1C(=O)Nc1ccccc1,2.3,-7.4,-0.5,1.3
CN(C)C(=O)C[C@H]1C=C[C@@H](NC(=O)c2ccc(F)cc2)[C@H](CO)O1,-16.9,-2.7,2.4,6.8
O=C(C[C@@H]1CC[C@@H]2[C@H](COC[C@@H](O)CN2C(=O)c2ccncc2)O1)NC1CCC1,60.3,8.8&-4.0,0.2,6.8
Cc1ccc(NC(=O)Nc2ccc3c(c2)C(=O)N(C)[C@@H]2CC[C@@H](CC(=O)NCC(F)(F)F)O[C@H]2CO3)cc1,40.6,-4.0,2.3,/
O=C(N[C@@H]1CC[C@H](CCn2cc(-c3ccccn3)nn2)O[C@H]1CO)c1cccnc1,-21.6,2.8,0.1,-11.9
CCCNC(=O)C[C@H]1CC[C@@H]2[C@@H](COc3ccc(NC(=O)c4ccc(C(F)(F)F)cc4)cc3C(=O)N2C)O1,50.4,-1.0,-0.3,-14.4
C[C@H](CO)N1C[C@H](C)[C@@H](CN(C)C(=O)C2CCCCC2)OCCCC[C@H](C)Oc2ccc(NS(=O)(=O)c3ccc(F)cc3)cc2C1=O,59.7,-12.2,-0.7,-21.3
O=C(C[C@H]1C=C[C@@H](NC(=O)C2CCC2)[C@H](CO)O1)NC1CCC1,/,10.8,7.2,-18.6
COc1ccc(S(=O)(=O)N(C)C[C@H]2OCc3cn(nn3)CCCC(=O)N([C@H](C)CO)C[C@@H]2C)cc1,0.4&-8.6,-2.9&-0.4,0.9,18.4&3.3
C[C@@H]1CCCCO[C@H](CN(C)C(=O)Nc2cccc3ccccc23)[C@H](C)CN([C@@H](C)CO)C(=O)c2cc(NS(C)(=O)=O)ccc2O1,42.7,-4.4,1.0,-61.7
O=C(Nc1cc(F)ccc1F)N1CC(=O)N2[C@H](C1)[C@@H](c1ccc(C#CC3CCCCC3)cc1)[C@@H]2CO,/,-35.5,-1.0,-28.5
CN(C)CC(=O)Nc1ccc2c(c1)[C@@H]1C[C@@H](CC(=O)NCc3ccccc3F)O[C@H](CO)[C@@H]1O2,-0.1,-1.2,1.5,-15.4
Cc1noc(C)c1S(=O)(=O)Nc1ccc2c(c1)CC(=O)N([C@H](C)CO)C[C@@H](C)[C@H](CN(C)C(=O)Nc1ccc(F)cc1)O2,-5.9,-2.5,-0.9,-55.3
CNC[C@@H]1Oc2c(NC(=O)c3ccc(-c4nccs4)cc3)cccc2C(=O)N([C@@H](C)CO)C[C@@H]1C,6.8,-4.1,-0.1,26.5
O=C(C[C@H]1CC[C@@H](NC(=O)Nc2cccc(F)c2)[C@H](CO)O1)NCC1CCCCC1,/,0.8,-0.5,-1.1
O=C1CN(S(=O)(=O)c2cccc(F)c2)C[C@@H]2[C@H](c3ccc(-c4ccc(F)cc4)cc3)[C@H](CO)N12,/,1.0,1.2,3.9
O=C(NC1CCCCC1)N[C@H]1CC[C@H](CC(=O)N2CCOCC2)O[C@H]1CO,/,-3.8,2.6,19.3
C[C@@H]1CN([C@@H](C)CO)S(=O)(=O)c2ccc(C#CC3(O)CCCC3)cc2O[C@@H]1CN(C)C(=O)Cc1cccnc1,10.0,-3.7,0.3,4.8
C/C=C/c1cnc2c(c1)C(=O)N([C@H](C)CO)C[C@@H](C)[C@H](CN(C)C(=O)NC1CCCCC1)O2,95.8,1.6,0.7,14.1
C[C@@H]1CN([C@@H](C)CO)C(=O)c2cccc(NC(=O)Nc3ccc4c(c3)OCO4)c2O[C@H]1CN(C)C(=O)Nc1ccc(C(F)(F)F)cc1,5.3,4.8,0.0,6.2
C[C@@H]1CN([C@@H](C)CO)C(=O)c2cccc(NC(=O)c3ccncc3)c2O[C@H]1CN(C)S(=O)(=O)c1ccccc1,-9.6,3.2,-0.9,8.5
C[C@H]1CN([C@@H](C)CO)C(=O)c2ccccc2-c2ccccc2CO[C@@H]1CN(C)C(=O)Nc1ccccc1,64.0,/,4.5,-21.9
CCCc1cn(CC[C@@H]2CC[C@@H](NC(=O)C3CC3)[C@@H](CO)O2)nn1,/,-1.0,-1.0,-2.8
CN1CCN(C(=O)C[C@@H]2CC[C@H]3[C@@H](COC[C@@H](O)CN3C(=O)c3ccc(F)cc3)O2)CC1,-7.8,-0.4,0.7,-0.7
CC(C)NC(=O)Nc1ccc2c(c1)C(=O)N([C@H](C)CO)C[C@@H](C)[C@H](CN(C)C(=O)c1ccccc1)OCCCC[C@H](C)O2,8.3,-2.2,1.2,5.8
O=C(c1ccc2c(c1)OCO2)N1C[C@@H]2[C@H](c3ccccc31)[C@@H](CO)N2Cc1ccccc1Cl,63.0,5.2,-2.5,6.1
Cc1ccc(S(=O)(=O)N(C)C[C@H]2Oc3ccc(NS(=O)(=O)c4ccccc4)cc3CC(=O)N([C@@H](C)CO)C[C@H]2C)cc1,69.0,-6.1,1.9,-45.9
CN1C(=O)c2cc(NC(=O)c3cccc(F)c3)ccc2OC[C@H]2O[C@H](CC(=O)NCC3CCCCC3)CC[C@H]21,-2.4&-6.0,10.4&3.2,-2.5&0.1,?
C[C@@H]1CCCCO[C@H](CN(C)C(=O)CCCN(C)C)[C@H](C)CN([C@H](C)CO)C(=O)c2cc(NC(=O)Nc3cccc4ccccc34)ccc2O1,79.3,4.7,2.6,-85.7*
CS(=O)(=O)N1CC(=O)N2[C@@H](CO)[C@H](c3ccc(C#Cc4ccc(F)cc4)cc3)[C@@H]2C1,/,10.3,-1.0,-11.0
C[C@@H](NC(=O)[C@@H]1N[C@@H]2c3ccc(-c4cccnc4)c(=O)n3C[C@@H]2[C@H]1CO)c1ccccc1,43.6,-3.6,2.3,/
COc1ccc2c3c([nH]c2c1)[C@H](CO)N(Cc1ccc(F)cc1)CC31CCN(C(C)=O)CC1,/,4.5,-1.9,-88.9*
COCC(=O)Nc1ccc2c(c1)C(=O)N(C)C[C@H](OC)[C@@H](C)CN(Cc1ccccn1)[C@H](C)CO2,9.3,/,2.7,-0.5
CC(C)C(=O)Nc1ccc2c(c1)C(=O)N(C)[C@H]1CC[C@@H](CC(=O)NCc3ccc(F)cc3)O[C@@H]1CO2,-39.7,5.5,-1.1,-6.4
Cc1noc(C)c1S(=O)(=O)Nc1cccc2c1O[C@@H](CN(C)Cc1ccc(C(=O)Nc3ccccc3N)cc1)[C@@H](C)CN([C@H](C)CO)C2=O,/,3.5,0.1,-59.8
CNC[C@@H]1Oc2cc(-c3ccccc3OC)ccc2S(=O)(=O)N([C@H](C)CO)C[C@H]1C,4.0,3.5,-1.2,-36.2
COc1cccc(-c2cn(CC[C@H]3CC[C@H](NC(=O)CC4CC4)[C@@H](CO)O3)nn2)c1,-2.8,-0.5,/,-39.5
C[C@H](CO)N1C[C@H](C)[C@H](CN(C)C(=O)C2CCC2)Oc2ncc(Br)cc2C1=O,-56.5,/,2.3,5.7
O=C(CCN1CCCCC1)NCC[C@H]1CC[C@@H](NC(=O)C2CCC2)[C@H](CO)O1,/,-1.3,-0.5,-4.6
CO[C@@H]1CN(C)C(=O)c2cc(NS(C)(=O)=O)ccc2OC[C@@H](C)N(Cc2cncnc2)C[C@@H]1C,-31.0,/,1.8,9.2
COc1ccc(S(=O)(=O)Nc2cccc3c2O[C@H](CN(C)C(=O)NC2CCCCC2)[C@H](C)CN([C@@H](C)CO)C3=O)cc1,64.7,-1.2,1.9,-38.4
CCC(=O)N1[C@@H](CO)[C@@H](c2ccc(-c3cccc(F)c3)cc2)[C@@H]1CN(C)C(C)=O,-9.8,-4.5,0.4,1.8
C[C@H](CO)N1C[C@H](C)[C@H](CN(C)C)Oc2ncc(C#CCN(C)C)cc2C1=O,/,-3.1&-1.9,5.9,51.5&63.9
CC(C)NC(=O)Nc1ccc2c(c1)C(=O)N([C@H](C)CO)C[C@@H](C)[C@@H](CN(C)S(=O)(=O)c1cccs1)OCCCC[C@@H](C)O2,/,7.7,0.4,/
Cc1ccccc1S(=O)(=O)N1CC(=O)N2[C@H](CO)[C@@H](c3ccc(C#CCC(C)C)cc3)[C@@H]2C1,/,23.9,0.3,-25.3
COc1ccc(S(=O)(=O)N(C)C[C@@H]2Oc3ccc(NS(C)(=O)=O)cc3C(=O)N([C@H](C)CO)C[C@@H]2C)cc1,14.8,0.9,-0.6,0.9
C[C@H](CO)N1C[C@H](C)[C@@H](CN(C)C(=O)c2ccccc2)OCCCC[C@H](C)Oc2ccc(NC(=O)Nc3ccc(C(F)(F)F)cc3)cc2C1=O,-56.3,-0.9,0.6,57.6
CC(C)NC(=O)N(C)C[C@@H]1Oc2cc(C#CC3CC3)ccc2S(=O)(=O)N([C@@H](C)CO)C[C@H]1C,39.6,-3.0,1.0,-26.4
C[C@H]1CN([C@@H](C)CO)C(=O)Cc2cc(NS(=O)(=O)c3ccccc3)ccc2O[C@H]1CN(C)C(=O)NC1CCCCC1,-16.6,-2.9,-0.5,19.8
C[C@@H]1CN([C@@H](C)CO)C(=O)c2cccc(NC(=O)c3cnccn3)c2O[C@H]1CN(C)Cc1ccc(-c2ccccc2)cc1,98.7,-6.8,15.2,-64.1
O=C(C[C@@H]1CC[C@H]2[C@@H](COC[C@H](O)CN2C(=O)Nc2ccc(Cl)cc2)O1)NCCc1ccncc1,128.5*,9.0&-0.7,2.0,8.1
CN(C)CC(=O)N[C@@H]1CC[C@H](CCNC(=O)C2CC2)O[C@H]1CO,/,5.4,2.3,-3.4
